Screens: PubChem, Sanford-Burnham Center for Chemical Genomics
beta cell repl: induces beta-cell replication in MIN6 cells; MIN6 cells proliferation, ATPlite luminescence, 48 h; cells starved in 0.2% serum; 100% = growth in 10% serum; proliferation, % at 10 µM; 0.29% of 330,000 active;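 active = compounds whose signal lies at least 3.5 SD above the mean of all wells on their plate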;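 also: 0% = DMSO-treated cells in low-serum medium and 100% = 10% serum control; some compounds called inactive have numbers as strong as hits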
TIM10 inh: TIM10 yeast growth inhibition. S. cerevisiae TIM10 strain growth, BacTiter-Glo luminescence, 24 h. 1.4% of 330,000 active. inhibition, % at 10 µM. AID 463195;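 active = inhibition of 40% or more at the single tested concentration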;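 also: wild-type TIM10 isogenic control strain grown at permissive 25 °C; 0% = DMSO yeast wells and 100% = minimal medium wells without yeast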
tim10-1 inh: tim10-1 yeast growth inhibition | S. cerevisiae tim10-1 ts strain growth, BacTiter-Glo, 24 h | inhibition, % at 20 µM | 2.2% of 330,000 active;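 active = inhibition of at least 40%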;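 also: mutant grown at 25 °C; 0% = DMSO wells with yeast and 100% = wells holding no yeast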
GRIN3A LBD mod: NR3A (human) ligand-binding domain modulation | 2.5% of 340,000 active | AID 1259313 | Tm shift relative to glycine control, % at 25 µM | NR3A LBD differential scanning fluorimetry, Tm shift; 0% = protein alone, 100% = glycine-bound protein;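 active = melting temperature shift of at least 10% of the positive control shift, at one fixed dose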
NLRP3 yeast inh: NALP3 inhibition in yeast; Yeast reconstituted NLRP3/ASC/caspase-1, beta-gal luminescence, 24 h; inhibition, % at 10 µM; 0.39% of 330,000 active;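 active = inhibition of 50% or more; inactive = inhibition below 50%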;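 also: plate controls were induced DMSO wells for no effect and uninduced yeast grown without galactose for full effect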
APJ ag: agonists of human APJ apelin receptor | CHO-K1 APJ PathHunter beta-arrestin, luminescence; 0% DMSO wells, 100% apelin | activation, % at 20 µM | 0.11% of 330,000 active | AID 2520;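 active = activation more than six SD over the plate average, tested at 20 µM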;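 also: 0% = DMSO alone and 100% = apelin-13 at 10 nM; some results filed as inactive read as strong as hits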
Target sequence (P35414 whole entry, looked up): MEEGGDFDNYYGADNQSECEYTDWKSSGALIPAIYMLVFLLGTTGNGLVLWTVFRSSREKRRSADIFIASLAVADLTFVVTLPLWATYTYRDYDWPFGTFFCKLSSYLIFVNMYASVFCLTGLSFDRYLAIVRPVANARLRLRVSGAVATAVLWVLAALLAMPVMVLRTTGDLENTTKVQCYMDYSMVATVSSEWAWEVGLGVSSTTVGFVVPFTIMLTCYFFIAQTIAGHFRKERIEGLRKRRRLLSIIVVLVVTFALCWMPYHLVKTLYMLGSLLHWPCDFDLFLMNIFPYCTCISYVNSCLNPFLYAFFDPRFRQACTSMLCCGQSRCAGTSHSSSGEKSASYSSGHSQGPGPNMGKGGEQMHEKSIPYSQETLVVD
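Test system: CHO-K1 APJ beta-arrestin complementation cell line | Compound: Single test compound dose, 20 µM final, 1% DMSO | Incubation: Compound 90 min 25 °C, reagent 1 h | Measured by: beta-gal luminescence | Read-out basis: APJ–arrestin association signal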
APJ antag: blocks the human apelin receptor APJ. P35414. CHO-K1 APJ beta-arrestin complementation, luminescence. inhibition, % at 20 µM. 0.32% of 330,000 active. AID 2521;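 active = inhibition above about 40% at 20 µM, limit read from the data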;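 also: cells challenged with 10 nM apelin-13 agonist together with compound; plate controls were apelin-13 plus DMSO wells for no effect and DMSO wells lacking apelin-13 for full effect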
MPTP block: permeability transition pore inhibition. isolated mouse mitochondria, Ca2+ swelling absorbance, 30 min. inhibition, % at 10 µM. 1.4% of 360,000 active. AID 602449;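 active = inhibition of 50% or more, scaled per plate between neutral and stimulator controls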;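 also: 0% = DMSO wells given calcium and 100% = 1 mM EGTA wells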
tim23-1 inh: growth inhibitors of tim23-1 mutant yeast; 1.3% of 330,000 active; S. cerevisiae tim23-1 growth, BacTiter-Glo luminescence, 24 h; AID 463212; inhibition, % at 20 µM;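 active = growth inhibition of the mutant yeast at or above 50%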;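 also: temperature-sensitive mutant grown at 25 °C; plate controls were DMSO-treated mutant yeast for no effect and medium wells lacking yeast for full effect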
* = called active by the depositor.

SMILES	beta cell repl	TIM10 inh	tim10-1 inh	GRIN3A LBD mod	NLRP3 yeast inh	APJ ag	APJ antag	MPTP block	tim23-1 inh
Cc1cc(=O)[nH]c(SCC(=O)Nc2ccc(C(=O)O)cc2)n1	-1.6	-5.0	1.2	-1.0	2.6	-5.7	10.8	-2.1	6.6
COc1cccc(/C=N/Nc2nn3cnnc3c3ccccc23)c1O	2.0	1.7	0.0	-0.3	25.4	0.4	-30.9	1.6	-3.4
CNC(=O)c1ccc(Nc2nnc(-c3ccc(C(N)=O)cc3)c3ccccc23)cc1	-1.4	-5.9	-3.6	0.5	16.5	-2.3	-5.8	-0.4	-0.7
CC1CCCC(C)N1C(=O)COc1ccc([N+](=O)[O-])cc1Cl (stereo not given)	-0.2	8.9	1.9	-0.1	17.0	-2.4	-5.2	0.8	12.1
CC1Cc2ccccc2N1C(=O)COc1cccc(-n2cnnn2)c1 (stereo not given)	1.2	21.4	14.3	-0.6	0.4	-0.3	-12.3	-0.2	4.1
CC(C)C(c1nnnn1Cc1cccs1)N1CCN(C(=O)c2ccco2)CC1 (stereo not given)	-1.4	21.9	20.3	0.8	3.0	-3.0	7.2	-1.3	7.0
O=C1C(c2ccc(F)cc2)N(C2CCCCC2)C(=O)CN1C1CCCC1 (stereo not given)	-0.7	22.4	32.3	-17.0	-2.3	-5.6	22.5	-2.3	24.4
CC(C)C[C@H](NC(=O)NCc1ccc(Cl)cc1)C(=O)O	10.1*	-3.0	1.8	0.1	6.3	-0.7	8.8	1.5	10.1
Cc1cccc(C)c1NC(=O)CS(=O)CC(=O)NCC1OCCc2ccccc21 (stereo not given)	-1.1	5.4	7.4	0.5	9.1	-2.8	18.5	-1.6	2.0
CCOC(=O)c1ccc(NS(=O)(=O)c2cc3c4c(c2)CCN4C(=O)CC3)cc1	-1.3	5.7	11.7	0.4	11.3	-5.5	4.1	-1.1	14.1
C=CCOc1c(CNC2CCCC2)cc(Cl)cc1OC	-0.4	-7.7	-2.2	-15.3	20.3	-5.8	13.6	0.8	-10.2
CCN(Cc1ccccc1)S(=O)(=O)c1cn(C)cn1	-4.7	6.1	19.2	1.3	7.0	0.3	-50.9	0.7	1.5
Cc1nonc1NC(=O)c1ccc(Cl)c(S(=O)(=O)N2CCCCC2)c1	-1.1	-3.4	5.0	-1.4	-5.6	0.0	8.4	2.4	11.4
COC(=O)COc1ccccc1C(=O)Nc1ccc(OC)cc1	-1.6	26.1	24.2	-1.1	14.0	-1.0	13.0	-0.4	27.9
CO/N=C/c1cc([N+](=O)[O-])ccc1Sc1ccc(C)cc1	-3.4	9.9	9.1	-0.2	10.9	-1.4	22.3	-2.4	10.8
O=C(c1cn(Cc2ccccc2)nc1-c1cccnc1)N1CCN(Cc2c(F)cccc2Cl)CC1	0.5	12.3	31.9	-4.1	8.0	-0.3	-18.6	-2.0	16.6
CCOC(=O)/C(=C\c1ccc(Cl)cc1)c1nc2sc(C)c(C)c2c(=O)[nH]1	-2.8	44.3*	48.3*	5.9	27.5	-1.7	8.7	1.5	71.9*
Cc1ccc(C(=O)N/N=C(\CC(C)C)c2ccccc2)cc1	0.0	6.0	5.9	-5.0	10.4	-1.2	1.3	3.2	21.9
COc1cccc(C2CC(c3ccc(C)cc3)Nc3nc(N)nn32)c1 (stereo not given)	4.6	1.9	14.3	-2.1	-13.4	-2.9	20.2	-0.4	19.4
COc1ccc(-n2cc(C#N)c(=O)n(Cc3ccc(F)cc3)c2=O)cc1	-2.9	-2.1	19.3	-0.8	19.2	-3.6	10.9	-0.1	3.7
O=C(NCc1ccccc1)c1ccc2nnsc2c1	-4.2	-7.9	9.8	-1.5	2.4	-1.1	-10.3	2.1	2.4
CCNC(=S)Nc1ccc(Cl)cc1	1.1	0.1	-0.5	-1.7	-11.1	-1.6	-11.0	2.2	3.0
COc1ccc(CNC(=O)CN2C(=O)NC(C)(c3ccc(C(C)(C)C)cc3)C2=O)cc1 (stereo not given)	-1.6	15.5	25.1	-1.6	-0.4	-0.9	-6.2	2.2	17.6
CCOc1ccccc1N(CC(=O)NC1CCCC1)C(=O)CNC(=O)c1cccs1	1.4	-1.9	-4.6	1.0	14.7	0.2	-1.4	0.1	10.3
CCC(CC)NC(=O)c1ccc(Cl)cc1	-3.0	14.5	8.0	-1.5	16.1	-3.0	-2.9	0.7	19.4
CCCN(CCC)S(=O)(=O)c1cc(Br)cc2c1N(C(=O)CC)CC2	-0.6	26.7	46.2*	-1.7	-1.1	-8.7	11.6	-0.8	39.1
CCc1ccccc1NC(=O)CN(C)C(=O)CSc1nn(-c2ccc(F)cc2)c(=S)s1	-3.1	18.1	8.7	-0.7	5.2	-0.1	-3.3	-9.0	1.2
CCOC(=O)C1CCCN(CC(=O)Nc2c(C(=O)OC)[nH]c3ccc(Br)cc23)C1 (stereo not given)	0.2	-3.4	-6.6	-0.5	12.5	0.1	-6.5	-3.6	30.5
O=C(c1ccc(S(=O)(=O)c2ccc(F)cc2)c([N+](=O)[O-])c1)N1CCCCCC1	0.0	28.3	38.6	-11.7	15.4	3.2	-42.2	78.3*	36.8
CCN(CC)S(=O)(=O)c1cc(C(=O)Nc2cc(C)on2)ccc1Cl	-1.3	-31.7	-27.9	2.4	10.2	1.2	-20.7	0.1	-7.9

Given with two lines to a compound: part of the list above.
Sequence of screens – beta cell repl	TIM10 inh	tim10-1 inh	GRIN3A LBD mod	NLRP3 yeast inh	APJ ag	APJ antag	MPTP block	tim23-1 inh
CC(C)C[C@H](NC(=O)NCc1ccc(Cl)cc1)C(=O)O
→ 10.1*	-3.0	1.8	0.1	6.3	-0.7	8.8	1.5	10.1
Cc1cccc(C)c1NC(=O)CS(=O)CC(=O)NCC1OCCc2ccccc21 (stereo not given)
→ -1.1	5.4	7.4	0.5	9.1	-2.8	18.5	-1.6	2.0
CCOC(=O)c1ccc(NS(=O)(=O)c2cc3c4c(c2)CCN4C(=O)CC3)cc1
→ -1.3	5.7	11.7	0.4	11.3	-5.5	4.1	-1.1	14.1
C=CCOc1c(CNC2CCCC2)cc(Cl)cc1OC
→ -0.4	-7.7	-2.2	-15.3	20.3	-5.8	13.6	0.8	-10.2

Continued:
SMILES	beta cell repl	TIM10 inh	tim10-1 inh	GRIN3A LBD mod	NLRP3 yeast inh	APJ ag	APJ antag	MPTP block	tim23-1 inh
CCCCc1nc2cc(C(=O)N3CCCC(OCCC)C3)ccc2o1 (stereo not given)	1.3	-1.2	34.4	-1.5	14.8	0.0	-7.2	-2.7	22.3
NNC(=O)COc1ccc2oc3c(c2c1)CCCC3	-3.3	-2.3	1.4	-0.6	28.3	-1.4	-16.9	-0.3	35.2
COc1ccc(S(=O)(=O)N2CCc3ccccc32)cc1C(=O)NC1(C)CCS(=O)(=O)C1 (stereo not given)	-0.9	4.6	4.7	1.0	8.7	-2.4	16.6	0.0	-18.7
O=C(Nc1ccsc1C(=O)O)c1ccccc1Cl	2.0	-3.9	8.1	2.1	2.4	-1.5	-0.7	-0.4	10.3
Cc1ccccc1NC(=O)c1cccc(N2C(=O)C3CCCCC3C2=O)c1 (stereo not given)	0.4	-2.7	22.2	-0.3	-3.1	-2.8	-5.9	-0.6	18.5
O=C(O)c1ccc([N+](=O)[O-])c(CS(=O)(=O)c2ccc(Cl)cc2)c1	-0.4	-1.5	19.0	-7.0	15.5	1.5	-24.5	-1.6	13.8
COCCNc1ccc([N+](=O)[O-])cc1C(=O)NC1CCCc2ccccc21 (stereo not given)	-0.9	16.1	5.9	0.5	17.9	-2.4	3.1	1.7	30.1
O=S(=O)(NCC(c1cccnc1)N1CCN(Cc2ccccc2)CC1)c1ccccc1 (stereo not given)	1.3	-6.8	0.7	-2.9	12.5	-5.7	-3.4	0.0	-42.1
CC(C)c1ccc(OCC(=O)NNC(=S)NC(=O)c2cccs2)c(Br)c1	-6.9	23.0	33.8	-2.4	17.9	-11.4	32.9	1.6	31.4
CCN(CC)S(=O)(=O)c1ccc(NS(=O)(=O)CC23CCC(CC2=O)C3(C)C)cc1 (stereo not given)	0.0	-12.7	14.0	-0.8	20.3	1.4	7.3	2.5	16.2
C(=N\c1c(-c2ccccc2)nc2n1CCS2)/c1ccccc1	0.0	15.6	21.9	-13.1	14.9	-7.1	-6.2	3.2	20.2
COC(=O)c1cc2cc(OC)ccc2n1C	-2.5	4.4	5.8	-1.1	10.7	-2.0	5.3	-1.2	15.1
CCN(CC(=O)Nc1c(C(=O)OC)[nH]c2ccccc12)c1ccc2c(c1)OCO2	-2.4	28.1	37.7	-7.1	-13.4	6.4	-4.0	0.9	38.7
COc1ccc(-c2cc(C(=O)O)c(C)o2)cc1OC	1.6	-4.0	11.6	3.8	10.8	0.8	-15.5	0.9	17.2
CCC1CCCCN1CCCNC(=O)c1ccc(/C=C2/Sc3ccccc3NC2=O)cc1 (stereo not given)	-7.8	-1.1	19.0	0.3	1.6	-1.2	-12.7	1.0	0.9
CCN(CC)S(=O)(=O)c1ccc(N2CCN(c3ccccc3OC)CC2)c(N)c1	-5.8	19.0	7.4	-0.2	23.2	4.5	3.3	107.6*	23.1
COC(=O)CCn1c(C)cc(C(=O)COc2ccccc2C(N)=O)c1C	-2.3	7.6	9.4	2.1	-2.2	-2.6	18.1	6.2	-15.1
Cc1cc(-c2ccccc2)nc(N(C)NC(=O)c2ccc(Cl)cc2)c1S(C)(=O)=O	-3.3	7.0	3.7	-4.7	20.1	0.6	17.3	2.4	7.0
CC(=O)N1CCN(C(=S)NC(=O)C23CC4CC(CC(C4)C2)C3)CC1	-1.7	-8.1	18.2	-1.9	9.3	-3.8	14.8	-1.8	-5.3
COc1ccc(-n2cc([N+](=O)[O-])c(=O)c3ccc(Cl)cc32)cc1	-3.2	29.8	-3.5	1.4	9.2	-4.5	14.2	0.4	-2.8
O=C(Cn1c(=O)n2ncnc2c2c3c(sc21)CCCC3)c1ccccc1	-1.4	-17.7	-1.5	-0.7	6.6	-1.1	6.3	-0.9	-0.6
CCOc1ccccc1NC(=O)c1sc2nc(C)nc(N3CCOCC3)c2c1C	2.2	19.6	6.8	-1.5	6.6	1.2	-4.6	-2.2	-14.4
CCC(CC)C(=O)Nc1cccc(C(=O)Nc2nccs2)c1	-3.1	9.4	18.8	0.6	-7.9	-1.3	-6.8	-0.5	3.6
CN(C)CCCN(C(=O)c1sc2ccccc2c1Cl)c1nc2c(F)cccc2s1	-1.2	19.0	11.5	-3.5	4.6	-7.8	-15.4	-0.5	21.2
O=C(O)CCCCCCCCCCCNC(=O)NC12CC3CC(CC(C3)C1)C2	3.3	3.4	5.5	-1.8	-3.8	-1.6	3.0	0.4	4.9
COc1ccc(OCC(=O)N2CCN(c3cccc(Cl)c3)CC2)cc1	-2.5	20.5	23.6	2.8	22.4	1.9	0.5	1.0	18.9
Cc1cc(C(F)(F)F)nn1CC(=O)N(C)C1CCCCC1	1.8	-13.5	-8.6	0.9	6.9	0.8	9.1	-2.6	0.8
CCCCC(CC)CNC(=O)c1cc2ccccc2c(=O)o1 (stereo not given)	-0.1	-2.5	7.8	7.5	19.7	-2.6	12.4	-0.7	13.0
NC(=O)c1cc(-c2csc(-c3cccnc3)n2)ccc1O	0.0	8.8	-4.6	19.6*	16.2	-2.4	9.8	-1.2	-5.2
Cc1ccc(C)c(N2CC(C(=O)Nc3nccs3)CC2=O)c1 (stereo not given)	1.1	-19.1	7.8	-2.3	2.8	-1.0	-13.7	-0.7	-7.8
CCOC(=O)c1c(C)[nH]c(C)c1C(=O)COC(=O)c1cccnc1Cl	-3.7	-2.5	8.2	0.7	-3.3	-2.5	3.3	-0.5	6.6

Compounds as they come; any-hit rate near 7.2%.
